Polio RdRp inh = poliovirus RdRp elongation inhibitors, primary screen, biochemical, fluorescence polarization, total intensity | 150,000 tested, 0.66% active | poliovirus polymerase elongation; hits give low values | AID 588519, 2011 | % elongation, % (compound at 16.7 µg/mL) | Genome polyprotein (Poliovirus type 1 (strain Mahoney)), P03300; in the data active = % elongation below about 90%; note: some results filed as inactive read as strong as hits
Target sequence (P03300 1749-2209 limits assumed): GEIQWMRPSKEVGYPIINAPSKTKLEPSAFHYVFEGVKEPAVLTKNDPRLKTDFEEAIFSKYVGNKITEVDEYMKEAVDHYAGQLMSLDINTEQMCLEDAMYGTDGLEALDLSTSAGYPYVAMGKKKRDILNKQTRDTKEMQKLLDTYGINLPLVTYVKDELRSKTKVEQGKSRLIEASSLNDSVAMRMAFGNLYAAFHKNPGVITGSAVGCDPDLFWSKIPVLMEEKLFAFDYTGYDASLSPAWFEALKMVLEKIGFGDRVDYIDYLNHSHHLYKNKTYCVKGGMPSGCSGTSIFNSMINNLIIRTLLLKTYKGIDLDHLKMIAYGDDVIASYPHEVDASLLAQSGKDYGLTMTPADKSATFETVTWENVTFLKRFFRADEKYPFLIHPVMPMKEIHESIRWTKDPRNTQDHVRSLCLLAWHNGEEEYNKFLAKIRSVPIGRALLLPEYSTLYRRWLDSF
Polio RdRp inh FP z-score = second read-out of Polio RdRp inh, no call of its own (marks repeat the call); z-score; measured here: FP z-score; hits read low
* hit, by the source's call; & = joins results of further samples. The list is partial (hit frequency here may not be typical).

Each structure is followed by: Polio RdRp inh	Polio RdRp inh FP z-score
- COC(=O)C(NC=O)C(O)(Cc1ccccc1)C(F)(F)F (stereo unspecified)
  101	0.1
- CCCCc1ccc(S(=O)(=O)NNC(=S)NCc2ccco2)cc1
  100	0.1
- COc1cc2c3nc4n(c(=O)c3n(C)c2cc1OC)CCS4
  103	0.3
- Cc1cc2oc(C(=O)N(Cc3ccc(Cl)cc3)Cc3ccco3)c(C)c2cc1Cl
  102	-1.2
- C[C@]12C=CC(=O)C=C1CC[C@H]1[C@@H]3C[C@@H](O)[C@](O)(C(=O)CO)[C@@]3(C)C[C@H](O)[C@@]12F
  100	0.1
- Cc1ccc(Cl)cc1N1CCN(C(=O)C2CCCN2c2nnc(N3CCCC3=O)s2)CC1 (stereo unspecified)
  105	1.7
- COc1ccc(CCN(C)Cc2ccccc2C)cc1OC
  101	0.5
- CCCNC(=O)N1CCN(Cc2ccc(F)cc2Cl)CC1
  101	-0.5
- N#Cc1cccc(NCCN2CCNC2=O)n1
  111	1.9
- O=C(O)CSCC(=O)Nc1nc(-c2cccs2)cs1
  101	-0.2
- Cc1cccc(/C=N/n2cnnc2)c1
  103	0.8
- Cc1oc(-n2cccc2)c(C#N)c1C(=O)NCc1ccc(Cl)cc1
  103	0
- COc1ccccc1NS(=O)(=O)c1ccc(N)cc1
  109	1.3
- O=C(COC(=O)c1ccc(-c2nc3ccccc3s2)s1)NC1CC1
  101	-0.2
- CCN1/C(=C/C=C2\SC(=S)N(C)C2=O)Oc2ccccc21
  120	6.4
- CC(C)CN(CCCNC(=O)CN1N=C(c2ccccc2)CCC1=O)CC(C)C
  111	0.2
- Cc1ccccc1-c1cc2nccc(-c3cc(Cl)ccc3O)n2n1
  104	-0.2
- Clc1ccc(C2CC3CCC2N3)cn1 (stereo unspecified)
  101&100	0.2&0.2
- Oc1ccc(/C=C/c2ccncc2)cc1
  104	0.3
- CCCCn1c(N)c(N2CCC(C(N)=O)CC2)c(=O)[nH]c1=O
  104	0.3
- CC(Nc1ncnc2c1cnn2-c1cccc(Cl)c1)c1ccccc1 (stereo unspecified)
  105	-0.3
- COc1ccc(-c2onc(C)c2C)cc1S(=O)(=O)N(C)CC1COc2ccccc2O1 (stereo unspecified)
  104	1.9
- C[C@]12CCC3c4ccc(O)cc4CCC3C1CC[C@@H]2OC(=O)CCC1CCCC1 (stereo partly specified)
  100	0.2
- COc1ccc(N2CCN(C(=O)C3CCCN(S(=O)(=O)c4ccc5c(c4)oc(=O)n5C)C3)CC2)cc1 (stereo unspecified)
  112	1.2
- CCN1C(=O)/C(=c2\sc3nc(-c4ccccc4C)nn3c2=O)c2ccccc21
  101	0.2
- CCOC(=O)C1CCN(C(=O)CN2c3ccc(CC)cc3-c3ccccc3S2(=O)=O)CC1
  102	-1
- CCN(CC)C(=O)CSc1nnc(Cc2ccccc2)n1CC
  103	0.3
- CCc1nc(-c2ccc(OC)cc2)cc2cc(OC)c(OC)cc12
  102	0.1
- CCOC(=O)c1c(NC(=O)c2cc(=O)c3cc(C)ccc3o2)sc2c1CCCC2
  114	1.2
- COc1ccc(C)cc1NC(=O)c1cnc2ccc(C)cn2c1=O
  102	-0.8
- COc1ccc(-c2csc3ncnc(Nc4ccc(OC)cc4OC)c23)cc1
  105	-0.2
- CCOC(=O)c1c(C)n(Cc2ccccc2)c2ccc(OCC(O)CN3CCN(CCO)CC3)cc12 (stereo unspecified)
  101	0.2
- N#Cc1ccc(COC(=O)CN2C(=O)CCOc3ccccc32)cc1
  103	0
- Cc1cccc(-n2c(C)cc(C(=O)C(=O)Nc3ccccc3F)c2C)c1C
  112	0.3
- O=C(CC(=O)Nc1ccccc1F)Nc1ccc2nc3n(c(=O)c2c1)CCCCC3
  111	1.3
- Cc1ccc(S(=O)(=O)NCCC(c2ccc(F)cc2)c2ccco2)cc1 (stereo unspecified)
  102	0.3
- Cc1ccc(CSc2c(C)cnc3c2c(=O)n(C)c(=O)n3C)cc1
  110	0.8
- CCCCS(=O)(=O)NC1=NCN(CCOC(=O)c2ccccc2)CN1
  107	1.1
- O=C1C=C(NNc2ccccc2)CCC1
  97	-0.6
- CC(NC(=O)/C=C/c1ccccc1)C1COc2ccccc2O1 (stereo unspecified)
  101	0
- O=S1(=O)N=C(N2CCCC(C(F)(F)F)C2)c2ccccc21 (stereo unspecified)
  103	0.1
- Cc1cc(NS(=O)(=O)c2ccc(NC(=O)COc3cc(C)c(Br)cc3C(C)C)cc2)no1
  105	-0.1
- CC(C)(C)c1coc2cc3oc(=O)ccc3cc12
  102	0.3
- CCOC(=O)C1=C(C)Nc2c(C#N)c(N3CCOCC3)nn2C1c1ccc(OC)cc1 (stereo unspecified)
  105	0.2
- O=C(CCC(=O)c1ccc(F)cc1)OCc1ccc(Br)cc1
  104	1.3
- CCc1cccc(-n2nnc(-c3nc(-c4ccc5c(c4)OCO5)no3)c2C)c1
  108	0.1
- O=C(CSc1nc(NCc2ccccc2)c2ccccc2n1)c1ccc(F)cc1
  105	1.3
- CCOC(=O)c1ccccc1NC(=O)Cn1c(=O)n(Cc2nc(C)no2)c(=O)c2cc3c(cc21)OCO3
  103	0.1
- CCCCOC(=O)c1cc(=O)[nH]c(=O)[nH]1
  102	-0.1
- COC(=O)c1sc(S(=O)(=O)NC23CC4CC(CC(C4)C2)C3)c(C(=O)OC)c1C
  104	0.6
- CCC(=O)Nc1ccc2nc(-c3ccccc3)[nH]c2c1
  108	0.6
- CCOC(=O)c1ccc2c(c1)N(Cc1ccc(F)cc1Cl)C(=O)c1ccccc1S2
  112	0.8
- O=C(NCc1ccccn1)c1ccccc1
  102	0.1
- COc1ccc(N2CCN(C(=O)c3cc4c(=O)n(Cc5ccccc5)ccc4nc3C)CC2)cc1
  108	0.4
- CCOC(=O)C1C2c3ccccc3C(c3ccccc32)C1C(=O)OCC (stereo unspecified)
  107	0.7
- CCc1ccc(-c2nc(CN3CCC(C(=O)NC4CC4)CC3)c(C)o2)cc1
  102	0.3
- Cc1ccc(CN2CCN(C3CCN(C(=O)Nc4ccccc4C(F)(F)F)CC3)C(=O)C2=O)cc1
  103	-0.8
- CCN(CC)C(=O)CSc1nnc(-c2ccco2)n1CCCOC
  105	1.1
- O=C(NC(=S)N1CCOCC1)C12CC3CC(CC(C3)C1)C2
  104	0.2
- COCCNC(=O)c1cccc(-n2c(C)nc3cccnc32)c1
  107	0

Record cards, as listed above. Values in the order: Polio RdRp inh | Polio RdRp inh FP z-score
CCc1cccc(-n2nnc(-c3nc(-c4ccc5c(c4)OCO5)no3)c2C)c1 as listed: 108 | 0.1
O=C(CCC(=O)c1ccc(F)cc1)OCc1ccc(Br)cc1 as listed: 104 | 1.3

(next part)
Each structure is followed by: Polio RdRp inh	Polio RdRp inh FP z-score
- CCN(Cc1ccccc1)C(=O)c1ccc(C#N)cc1
  104	0.1
- CC(C)CCNC(=O)Nc1ccc2c(c1)N(Cc1ccccc1)C(=O)c1ccccc1S2
  108	0.4
- O=C(Cn1cc(S(=O)(=O)Cc2cccc(Cl)c2)c2ccccc21)NCCc1ccccc1
  106	0
- O=C(NCC(=O)N1CCN(S(=O)(=O)c2ccccc2)CC1)c1ccc(Cl)cc1
  104	0
- Cc1noc(C)c1CSCC(=O)NC1CCCc2ccccc21 (stereo unspecified)
  102	0
- CCOc1ccc(NC(=O)c2sc3nc4c(cc3c2N)CN(Cc2ccccc2)CC4)cc1
  102	-0.2
- COc1ccc(NC(=O)c2csnn2)cc1Cl
  103	0
- COc1ccc(NC(=O)c2oc3ccccc3c2NC(=O)C23CC4CC(CC(C4)C2)C3)c(OC)c1
  108	1.1
- Cc1nc(C)c(CCNS(=O)(=O)c2ccc(C)c(C)c2)s1
  111	0.9
- Cn1ncc(C(=O)N2CCN(c3ccccc3F)CC2)c1C1CCN(C(=O)OC(C)(C)C)CC1
  109	0.6
- CN(C)S(=O)(=O)c1cccc(C(=O)OCC(=O)N2CCCCC2)c1
  102	-0.1
- CCc1cccc(NC(=O)CSc2nc3c(c(=O)[nH]2)CCCC3)c1
  102	0.3
- COC(=O)c1cnc(N2CCN(c3ccccc3)CC2)c2ccccc12
  100	-0.4
- Cc1cccc(NC(=O)Cn2nc(-c3ccccc3)c3cnc4ccccc4c32)c1
  99	-1.6
- COc1ccc(/C(=N/O)c2nccc3cc(OC)c(OC)cc23)cc1OC
  104	0.1
- COc1ccccc1Nc1nnc(-c2ccc(OC(C)C)c(OC)c2)o1
  97	-1.1
- CCC(SC1=Nc2ccccc2C2=NC(c3ccccc3)C(=O)N12)C(=O)NCc1ccco1 (stereo unspecified)
  102	0.4
- CSC(=Nc1cc(-c2ccccc2)[nH]n1)Nc1ccccc1
  103	0
- COc1ccc(CNc2ccc(-c3ccc(OC)cc3)nn2)cc1
  104	0.8
- O=C(NCCOc1ccc(Cl)cc1)c1cccs1
  109	0.8

Three compounds from above, arranged by SMILES length, ascending.
Each structure is followed by: Polio RdRp inh	Polio RdRp inh FP z-score
- COc1ccc(CCN(C)Cc2ccccc2C)cc1OC
  101	0.5
- COc1ccccc1NS(=O)(=O)c1ccc(N)cc1
  109	1.3
- Cc1cc2oc(C(=O)N(Cc3ccc(Cl)cc3)Cc3ccco3)c(C)c2cc1Cl
  102	-1.2

(cont.)
Each structure is followed by: Polio RdRp inh	Polio RdRp inh FP z-score
- O=C(OCc1ccc(F)cc1)c1cc(-c2ccco2)nc2ccccc12
  108	0.7
- Cc1cccc(COc2ccccc2C(=O)O)c1
  105	0.2
- CC(C)(C)OC(=O)N/N=C\c1ccc[nH]1
  100	-0.3
- O=C(CCCn1sc2ccccc2c1=O)NCCC1=CCCCC1
  102	0
- CCC(CO)NC(=O)c1cc2sc3ccccc3c2s1 (stereo unspecified)
  106	0.2
- CC(C)COC(=O)n1c(=O)oc2ccc(S(=O)(=O)N3CCCCC3)cc21
  102	0
- Cc1nn(-c2ccccc2)c2c1N(CC(=O)N1CCN(c3ccccc3F)CC1)C(=O)CS2
  101	-1.3
- O=C(c1cccs1)N(Cc1nc2sc3c(c2c(=O)[nH]1)CCCC3)C1CCCC1
  104	0.6
- COc1ccc(OCc2ccc(-c3nc(C#N)c(NCc4ccccc4)o3)o2)cc1
  108	0.3
- CCOC(=O)c1c(C)[nH]c(C)c1S(=O)(=O)N(C)CC(=O)N1CCN(c2cccc(C)c2C)CC1
  104	-0.1
- Nc1c(C(=O)c2ccccc2)sc(Nc2ccc(Cl)c(Cl)c2)c1C(=O)Nc1ccccc1
  108	0.2
- COc1ccc(C(=O)COC(=O)CCn2c(C)csc2=O)cc1Cl
  103	0.1
- CCOc1ccnc(SCC(=O)CC(=O)c2ccccc2)c1C#N
  75	-11
- COc1cc(OC)c(NC(=O)c2cc(C(C)=O)n3ccccc23)cc1Cl
  110	0.8
- CCOc1ccc(C(=O)c2cn(Cc3ccc(Cl)cc3)c3cc(OC)c(OC)cc3c2=O)cc1
  105	-0.5
- O=C(CS(=O)(=O)Cc1ccccc1)Nc1cc(F)cc(F)c1
  101	-0.7
- CC1CN(C(=O)c2ccc(N)cc2)CC(C)O1 (stereo unspecified)
  105	0.1
- Cc1ccc(C(=O)N2CCC(c3c[nH]c4ccccc34)(c3c[nH]c4ccccc34)CC2)cc1
  109	0.8
- COc1ccccc1NC(=O)CSc1cc(=O)n(C)c2ccccc12
  102	0.8
- CC(C)CSC1=NSC2=NC(=O)/C(=C\c3ccc(SCc4ccco4)o3)C(=N)N12
  103	1.7
- Cc1cc(Cl)ccc1OCCSc1nnc(-c2cccs2)o1
  10*	-7.2*
- Cc1ccc(Nc2nnc(C3C(=O)N(C)C4(C)CC3c3cc(Br)ccc3O4)s2)cc1 (stereo unspecified)
  100	-0.5
- COc1ccc(S(=O)(=O)N(CC(=O)Nc2cc(C)cc(C)c2)c2ccc(Cl)cc2)cc1
  101	-1.2
- Cc1cccc(Cn2cccc2CNS(=O)(=O)c2ccccc2F)c1
  113	1.3
- Cc1ccc(C)c(S(=O)(=O)c2nnn3c2nc(N2CCOCC2)c2sccc23)c1
  108	0.3
- COc1ccc2c(C)cc(NN)nc2c1
  110	0.6
- O=c1c2ccccc2c(-c2cc(C(F)(F)F)cc(C(F)(F)F)c2)nn1CCO
  100	-0.7
- C=C1N(c2ccc(Cl)cc2)C(=O)OC12CCCCC2
  104	0.2
- O=C(OCCCn1c(=O)[nH]c2ccccc21)c1ccc2c(=O)n3c(nc2c1)CCCCC3
  104	0
- COC(=O)c1c(C)oc(C)c(C(=O)OC)c1=O
  103	0
- COc1ccc(Cc2nc3ccc(C(=O)NCc4cc(Br)ccc4OC)cc3o2)cc1
  107	-0.1
- COc1ccc(C)cc1NC(=O)COCc1cc(-c2ccc(F)cc2)on1
  113	1.4
- CC(=O)N1CCC(N(CCCN2CCC(C)CC2)C(=O)Nc2ccc(Br)c(C)c2)CC1
  106	1.9
- O=C(NCc1ccccc1)C(NS(=O)(=O)c1cccs1)c1ccccc1 (stereo unspecified)
  101	-0.3
- Cc1nc2ccccc2c(=O)n1-c1ccc(NC(=O)c2cccc([N+](=O)[O-])c2)cc1
  109	0.5
- COc1ccc(-c2cc(C(F)(F)F)nc(N3CCOCC3)n2)cc1
  101	0.2
